Compound activity (PubChem BioAssay)
TNAP act hiacc: TNAP activators at high phosphate acceptor level, primary screen, biochemical, luminescence, uHTS; Alkaline phosphatase, tissue-nonspecific isozyme (Homo sapiens), P05186; purified TNAP, CDP-star luminescence, 1 M DEA, 30 min; hits give high values; 0 = EDTA background, 1 = DMSO-only activity; activation factor at 20 µM; 200,000 tested, under 10 active;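 active = activation factor at least 2 at 20 µM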
Target sequence (P05186 whole entry, looked up): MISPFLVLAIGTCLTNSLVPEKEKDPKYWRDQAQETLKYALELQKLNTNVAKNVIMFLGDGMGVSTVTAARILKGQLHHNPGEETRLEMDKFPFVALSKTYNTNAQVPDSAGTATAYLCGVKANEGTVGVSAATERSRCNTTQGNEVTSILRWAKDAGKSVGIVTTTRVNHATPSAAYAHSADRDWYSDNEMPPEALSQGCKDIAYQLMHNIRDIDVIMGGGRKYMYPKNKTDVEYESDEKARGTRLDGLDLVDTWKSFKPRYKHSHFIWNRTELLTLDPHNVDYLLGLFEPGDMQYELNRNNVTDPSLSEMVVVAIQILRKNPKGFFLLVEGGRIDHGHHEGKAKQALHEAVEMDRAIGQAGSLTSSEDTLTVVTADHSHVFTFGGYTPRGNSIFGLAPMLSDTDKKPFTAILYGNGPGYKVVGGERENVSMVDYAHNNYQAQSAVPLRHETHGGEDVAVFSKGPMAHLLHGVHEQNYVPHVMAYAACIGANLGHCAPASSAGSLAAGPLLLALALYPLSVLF
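Assay system: human TNAP; Input: enzyme diluted 1/800 final; Reagent: CDP-star luminogenic substrate at 100 µM final; Timing: 30 min, room temperature; Signal: luminescence; Evaluation: TNAP activation factor scaled between EDTA and DMSO control wells.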
L major viab: Leishmania major promastigote growth inhibition, primary screen; Leishmania major promastigotes, resazurin fluorescence viability; inhibition, % at 10 µM; 200,000 tested, 9% active; in the data active = inhibition above about 50%;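 note: promastigotes grown with compound for 44 hours at 28 °C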
PMI act satM6P: human PMI activators, high substrate, primary screen, biochemical, fluorescence intensity, near-saturating mannose 6-phosphate. coupled PMI enzyme assay, resazurin fluorescence, 20 min; hits give high values; 1 = untreated enzyme, 0 = substrate-free blank. AID 1216, 2008. activation factor at 20 µM. Mannose-6-phosphate isomerase (Homo sapiens), P34949. 190,000 tested, 0.34% active;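 active = activation factor of 2 or more at 20 µM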
Target sequence (P34949 whole entry, looked up): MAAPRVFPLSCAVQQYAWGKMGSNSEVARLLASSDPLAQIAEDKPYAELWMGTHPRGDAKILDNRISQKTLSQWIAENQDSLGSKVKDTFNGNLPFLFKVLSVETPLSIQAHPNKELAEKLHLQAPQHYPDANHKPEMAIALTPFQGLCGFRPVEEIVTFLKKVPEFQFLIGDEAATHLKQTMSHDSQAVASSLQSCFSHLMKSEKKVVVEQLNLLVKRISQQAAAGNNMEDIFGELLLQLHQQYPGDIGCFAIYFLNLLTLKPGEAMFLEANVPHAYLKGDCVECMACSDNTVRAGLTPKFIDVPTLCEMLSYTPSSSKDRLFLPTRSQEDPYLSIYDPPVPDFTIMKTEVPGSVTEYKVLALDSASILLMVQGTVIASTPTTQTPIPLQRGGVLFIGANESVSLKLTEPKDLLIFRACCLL
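Technique: Diaphorase-driven resazurin-to-resorufin fluorescence, excitation 544, emission 590 nm | Assay system: Human PMI in coupled enzyme assay | Times: Enzyme reaction with compound 20 min at room temperature | Medium: HEPES-buffered pH 7.4 with magnesium and detergent | Reagent: Mannose-6-phosphate 1.0 mM (near-saturating) plus 0.22 mM NADP+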
TNAP inh hiacc: human TNAP enzyme inhibitors, primary screen, biochemical, luminescent, high phosphate acceptor level, uHTS | Alkaline phosphatase, tissue-nonspecific isozyme (Homo sapiens), P05186 | purified TNAP, CDP-star luminescence, 1 M DEA | inhibition, % at 20 µM | 200,000 tested, 0.03% active;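 active = over 50% inhibition of tissue-nonspecific alkaline phosphatase at 20 µM in the single-dose screen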;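 note: plate controls were DMSO wells for no effect and EDTA-quenched wells as full inhibition for full effect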
TNAP inh noacc: human TNAP enzyme inhibitors, primary screen, biochemical, luminescent, no phosphate acceptor, uHTS. inhibition, % at 20 µM. purified TNAP, CDP-star luminescence, 30 min. Alkaline phosphatase, tissue-nonspecific isozyme (Homo sapiens), P05186. 200,000 tested, 0.26% active;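 active = tissue-nonspecific alkaline phosphatase inhibition above about 50% at 20 µM in the single-dose screen, limit read from the data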;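 note: 0% = DMSO negative control and 100% = EDTA positive control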
Diaphorase act: compounds boosting diaphorase resazurin reduction – biochemical, uHTS, resorufin fluorescence, counter-screen for diaphorase-coupled primary assays, primary screen; Diaphorase/resazurin coupled assay, 16 min; hits give high values; 1 = vehicle wells, 0 = NADH-free wells; activation factor at 20 µM; AID 1229, 2008; 190,000 tested, 0.005% active;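 active = diaphorase activity raised at least twofold by the compound at 20 µM; inactive = activation factor below 2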
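test system = bacterial diaphorase enzyme (C. kluyveri) | quantity = enzyme 0.07 U/mL final | reagent = NADH substrate 0.114 mM plus resazurin dye 0.1 mM, final | incubation = 16 min enzyme reaction, ambient temperature | buffer or medium = HEPES pH 7.4 buffer with MgCl2 and Tween 20 | signal = fluorescence of resorufin, 544 nm excitation, 590 nm emission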
Diaphorase inh: diaphorase inhibitors and chemical oxidizers, primary screen, counter-screen for diaphorase-coupled primary assays, biochemical, uHTS, resorufin fluorescence; 190,000 tested, 0.69% active; inhibition, % at 20 µM; diaphorase resazurin-to-resorufin fluorescence, NADH, 16 min; bacterial (C. kluyveri) enzyme, not human;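 active = primary screen inhibition at 20 µM above a set limit, cut at about 50% in these data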;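 note: plate controls were DMSO with full reaction for no effect and wells lacking NADH for full effect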
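Test system: Clostridium kluyveri diaphorase enzyme / Quantity: diaphorase at 0.14 U/mL in enzyme working solution / Incubation: 16-min room-temperature incubation before reading / Benchmarks: NADH-free wells as positive control, DMSO-only neutral wells / Signal: resorufin fluorescence 544/590 nm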
PMI activator: activators of human PMI, primary screen, biochemical, fluorescence intensity, near-Km mannose 6-phosphate; purified human PMI, coupled resazurin fluorescence, 20 min; hits give high values; 1 = vehicle control, 0 substrate-free wells; 190,000 tested, 0.005% active; activation factor at 20 µM; AID 1214, 2008;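 active = activation factor of 2 or more at 20 µM, relative to plate controls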
bIAP activator: bovine intestinal alkaline phosphatase activators, primary screen, biochemical, bovine IAP, CDP-star luminescence; 200,000 tested, 0.17% active; purified bovine IAP, 30 min; hits give high values; fold of DMSO-control signal, blank-subtracted; AID 1016, 2008; alkaline phosphatase, intestinal [Bos taurus]; activation factor at 20 µM;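 active = activation factor of 2 or more at 20 µM, a signal rise over negative controls twice the positive control's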
bIAP inh: bovine intestinal alkaline phosphatase inhibitors, primary screen, selectivity assay for TNAP inhibitor project, biochemical, bovine IAP, CDP-star luminescence | inhibition, % at 20 µM | 190,000 tested, under 10 active | alkaline phosphatase, intestinal [Bos taurus] | AID 1019, 2008 | purified bovine IAP, 30 min;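 active = over 50% inhibition of intestinal alkaline phosphatase at 20 µM in the single-dose screen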
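test system = bovine IAP enzyme | medium = DEA buffer 100 mM, pH 9.8, with MgCl2 1.0 mM, ZnCl2 0.02 mM | detection = luminescence | dosing = single compound dose of 20 µM, 2% DMSO final | incubation = 30 min reaction at room temperature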
Starred values were filed as active, the others as inactive. Compounds as they come. Share with any hit: about 10%.

For N#Cc1c(-c2ccccc2)nc2n(c1=O)CCS2 the results were TNAP act hiacc 1.1, L major viab -3, PMI act satM6P 1, TNAP inh hiacc -6, TNAP inh noacc -9, Diaphorase act 0.9, Diaphorase inh 9, PMI activator 1.1, bIAP activator 1 and bIAP inh 4.
Screening COc1ccccc1-c1noc(CCC(=O)Nc2cc(C(F)(F)F)ccc2Cl)n1 returned TNAP act hiacc 1.1, L major viab 12, PMI act satM6P 1.4, TNAP inh hiacc -6, TNAP inh noacc -11, Diaphorase act 0.8, Diaphorase inh 18, PMI activator 1.1, bIAP activator 0.8 and bIAP inh 16.
Screening COc1ccc(N(CC(O)Cn2c(C)nc3ccccc32)S(=O)(=O)c2ccc(C)cc2)cc1 (configuration not stated) returned TNAP act hiacc 1, L major viab -7, PMI act satM6P 0.8, TNAP inh hiacc -2, TNAP inh noacc -13, Diaphorase act 0.8, Diaphorase inh 22, PMI activator 0.8, bIAP activator 0.8 and bIAP inh 17.
Screening CCOC(=O)N1CCN(C(=O)C2CC(c3ccccc3OC)=NO2)CC1 (configuration not stated) returned TNAP act hiacc 1, L major viab -6, PMI act satM6P 0.9, TNAP inh hiacc -4, TNAP inh noacc -12, Diaphorase act 0.9, Diaphorase inh 10, PMI activator 0.9, bIAP activator 1 and bIAP inh 3.
Screening CC(C)(C)NCc1cc(Br)ccc1OCc1cccs1 returned TNAP act hiacc 1, L major viab 21, PMI act satM6P 1, TNAP inh hiacc 0, TNAP inh noacc -11, Diaphorase act 1, Diaphorase inh -1, PMI activator 1, bIAP activator 1.7 and bIAP inh -67.
`Cc1sc2c(=O)n3c(nc2c1C(=O)NCCCN1CCOCC1)CCCCC3` gave TNAP act hiacc 1.1, L major viab 24, PMI act satM6P 1.1, TNAP inh hiacc -6, TNAP inh noacc -13, Diaphorase act 1, Diaphorase inh -3, PMI activator 1.1, bIAP activator 1 and bIAP inh -3.
Cc1ccc(C)n1-c1ccc(C(=O)Nc2ccccc2)cc1 was read as TNAP act hiacc 1.1, L major viab 12, PMI act satM6P 1, TNAP inh hiacc -5, TNAP inh noacc -7, Diaphorase act 0.9, Diaphorase inh 12, PMI activator 1, bIAP activator 1 and bIAP inh -1.
O=S(=O)(c1cccc(C(F)(F)F)c1)N1CCN(c2ccccc2)CC1 was read as TNAP act hiacc 1, L major viab 7, PMI act satM6P 1, TNAP inh hiacc -2, TNAP inh noacc -8, Diaphorase act 0.8, Diaphorase inh 15, PMI activator 0.9, bIAP activator 0.9 and bIAP inh 13.
Screening O=C(CSc1nnc(-c2cccs2)n1-c1ccccc1)N1CCN(C(=O)c2ccco2)CC1 returned TNAP act hiacc 1, L major viab -10, PMI act satM6P 1.4, TNAP inh hiacc -3, TNAP inh noacc -13, Diaphorase act 0.8, Diaphorase inh 22, PMI activator 1.1, bIAP activator 1 and bIAP inh -1.
`COc1cc(NC(=O)Nc2cccc([N+](=O)[O-])c2)cc(OC)c1` gave TNAP act hiacc 1, L major viab 23, PMI act satM6P 0.9, TNAP inh hiacc 0, TNAP inh noacc -6, Diaphorase act 0.9, Diaphorase inh 10, PMI activator 1, bIAP activator 0.9 and bIAP inh 8.
For Cc1nc2nc(C)c(CCC(=O)N3CCN(c4ccccn4)CC3)c(C)n2n1 the results were TNAP act hiacc 1.1, L major viab -1, PMI act satM6P 1, TNAP inh hiacc -8, TNAP inh noacc -21, Diaphorase act 0.9, Diaphorase inh 14, PMI activator 1, bIAP activator 0.9 and bIAP inh 13.
O=C(c1cc2nc(-c3ccc(F)cc3)cc(C(F)(F)F)n2n1)N1CCCC1 was read as TNAP act hiacc 1.1, L major viab -1, PMI act satM6P 1, TNAP inh hiacc -5, TNAP inh noacc -9, Diaphorase act 0.9, Diaphorase inh 12, PMI activator 1, bIAP activator 0.9 and bIAP inh 14.
COc1ccccc1N1C(=O)C2CCC(c3ccccc3)CC2C1=O (configuration not stated) was read as TNAP act hiacc 1, L major viab -8, PMI act satM6P 1, TNAP inh hiacc -4, TNAP inh noacc -12, Diaphorase act 0.9, Diaphorase inh 14, PMI activator 1, bIAP activator 1 and bIAP inh 3.
For C/C(Cl)=C\Cn1c(NCCc2ccccc2)nc2c1c(=O)n(C)c(=O)n2C the results were TNAP act hiacc 1.1, L major viab 0, PMI act satM6P 1, TNAP inh hiacc -6, TNAP inh noacc -14, Diaphorase act 1, Diaphorase inh -1, PMI activator 1, bIAP activator 1 and bIAP inh -2.
`CCn1cc([N+](=O)[O-])c(C(=O)Nc2ccn(Cc3ccccc3F)n2)n1` gave TNAP act hiacc 1.1, L major viab 0, PMI act satM6P 1, TNAP inh hiacc -14, TNAP inh noacc -10, Diaphorase act 0.9, Diaphorase inh 6, PMI activator 0.9, bIAP activator 0.9 and bIAP inh 10.

In the list so far, these have a Cl atom:
Screening COc1ccccc1-c1noc(CCC(=O)Nc2cc(C(F)(F)F)ccc2Cl)n1 returned TNAP act hiacc 1.1, L major viab 12, PMI act satM6P 1.4, TNAP inh hiacc -6, TNAP inh noacc -11, Diaphorase act 0.8, Diaphorase inh 18, PMI activator 1.1, bIAP activator 0.8 and bIAP inh 16.
For C/C(Cl)=C\Cn1c(NCCc2ccccc2)nc2c1c(=O)n(C)c(=O)n2C the results were TNAP act hiacc 1.1, L major viab 0, PMI act satM6P 1, TNAP inh hiacc -6, TNAP inh noacc -14, Diaphorase act 1, Diaphorase inh -1, PMI activator 1, bIAP activator 1 and bIAP inh -2.

Next part.
Screening N#Cc1nc(-c2ccco2)oc1N1CCCC1 returned TNAP act hiacc 1.1, L major viab 0, PMI act satM6P 1, TNAP inh hiacc -8, TNAP inh noacc -15, Diaphorase act 0.9, Diaphorase inh 8, PMI activator 1, bIAP activator 0.9 and bIAP inh 11.
Screening COc1ccc(N2CC(C(=O)Nc3ccc(S(=O)(=O)Nc4nccs4)cc3)CC2=O)cc1 (configuration not stated) returned TNAP act hiacc 1, L major viab -3, PMI act satM6P 0.9, TNAP inh hiacc -4, TNAP inh noacc -1, Diaphorase act 1.1, Diaphorase inh -5, PMI activator 1, bIAP activator 1.2 and bIAP inh -24.
`CN1CCC(OC(=O)Cc2ccc(Cl)cc2)CC1` gave TNAP act hiacc 1.1, L major viab -8, PMI act satM6P 1, TNAP inh hiacc -10, TNAP inh noacc -15, Diaphorase act 0.9, Diaphorase inh 13, PMI activator 1, bIAP activator 0.9 and bIAP inh 6.
For CCOC(=O)NNC(=O)C12CC3CC(CC(C3)C1)C2 the results were TNAP act hiacc 1, L major viab -5, PMI act satM6P 1.1, TNAP inh hiacc -3, TNAP inh noacc -13, Diaphorase act 1, Diaphorase inh -3, PMI activator 1.1, bIAP activator 0.9 and bIAP inh 9.
COc1ccc(OC)c(S(=O)(=O)NCC2CCCO2)c1 (configuration not stated) was read as TNAP act hiacc 1, L major viab -2, PMI act satM6P 1, TNAP inh hiacc 0, TNAP inh noacc -2, Diaphorase act 0.9, Diaphorase inh 7, PMI activator 1, bIAP activator 0.9 and bIAP inh 6.
`O=C(CSc1nnc(-c2ccc3c(c2)OCO3)o1)Nc1ncc(C(F)(F)F)cc1Cl` gave TNAP act hiacc 1, L major viab 2, PMI act satM6P 1, TNAP inh hiacc -2, TNAP inh noacc -7, Diaphorase act 1.4, Diaphorase inh -36, PMI activator 1, bIAP activator 1.1 and bIAP inh -15.
Cc1[nH]c2ccccc2c1C(=O)C(=O)NCc1cccs1 was read as TNAP act hiacc 1, L major viab 1, PMI act satM6P 1, TNAP inh hiacc -4, TNAP inh noacc -8, Diaphorase act 0.8, Diaphorase inh 21, PMI activator 1, bIAP activator 0.8 and bIAP inh 22.
`c1ccc2c3c([nH]c2c1)C(C1CCCCC1)N(Cc1ncc[nH]1)CC3` (configuration not stated) gave TNAP act hiacc 1.1, L major viab 47, PMI act satM6P 0.9, TNAP inh hiacc -6, TNAP inh noacc -77, Diaphorase act 1, Diaphorase inh 3, PMI activator 0.9, bIAP activator 2.1* and bIAP inh -109.
For O=C(CCCc1nc2ccccc2s1)Nc1ccccc1 the results were TNAP act hiacc 1.1, L major viab 0, PMI act satM6P 1.1, TNAP inh hiacc -5, TNAP inh noacc -12, Diaphorase act 1, Diaphorase inh -2, PMI activator 1.2, bIAP activator 0.9 and bIAP inh 12.
For O=C(COC(=O)Cc1c(F)cccc1Cl)NCCC1=CCCCC1 the results were TNAP act hiacc 1, L major viab -7, PMI act satM6P 1.1, TNAP inh hiacc -1, TNAP inh noacc 0, Diaphorase act 0.9, Diaphorase inh 11, PMI activator 0.9, bIAP activator 0.9 and bIAP inh 10.
Screening COc1ccc(C(=O)Nc2ccc([N+](=O)[O-])cn2)c(OC)c1 returned TNAP act hiacc 1, L major viab -3, PMI act satM6P 1.1, TNAP inh hiacc -2, TNAP inh noacc -9, Diaphorase act 1.1, Diaphorase inh -5, PMI activator 1, bIAP activator 1.1 and bIAP inh -6.
`CC(=O)c1ccc(Nc2nc(C)nc3c2oc2ccccc23)cc1` gave TNAP act hiacc 1.1, PMI act satM6P 1.1, TNAP inh hiacc -9, TNAP inh noacc -5, Diaphorase act 1, Diaphorase inh -1, PMI activator 1.2, bIAP activator 0.9 and bIAP inh 13.
